# aSyn UTR inh: 5' untranslated region of α-synuclein, MLPCN primary screen; alpha-synuclein 5'UTR reporter, inhibitor activity; inhibition, % (tested at 7.5 µM); 300,000 compounds, 0.82% hits; AID 1813; in the data active means inhibition above about 60%; inconclusive means no clear call, values can overlap the other calls;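 further: H4 neuroglioblastoma cells stably carrying SNCA 5'UTR luciferase fusion; 0% = DMSO wells and 100% = positive control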
# AI-2 QS mod: modulates the Vibrio harveyi AI-2 quorum sensing system. Vibrio harveyi JMH597 AI-2 luminescence/OD600 ratio, 9 h; stronger effect = lower value; strain lacks LuxN and CqsS sensors; 0 = neutral-control median. activity change, % at 7.5 µM. 300,000 compounds, 0.4% hits. AID 2094; in the data active means activity change below about -75%, passing the limit was not always enough; inconclusive means no clear call, values can overlap the other calls;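 further: luminescence divided by OD600 gain over 9 h not by final OD600 alone; inactives centre near 13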
# GSK3B inh: human GSK3beta kinase inhibition. P49841. GST-GSK3beta kinase, ADP-Glo luminescence, 60 min; stronger effect = lower value. activity score (negative = inhibition), % at 10 µM. 300,000 compounds, 0.038% hits. AID 2097;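 active means more than half of replicate wells score below -50%, meaning over 50% inhibition versus plate controls; inconclusive means some replicates but at most half score below -50%; inactive means no replicate scores below -50%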;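 further: 0% = median DMSO wells and -100% = median GW8510 positive control wells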
# Target sequence (P49841 whole entry, looked up): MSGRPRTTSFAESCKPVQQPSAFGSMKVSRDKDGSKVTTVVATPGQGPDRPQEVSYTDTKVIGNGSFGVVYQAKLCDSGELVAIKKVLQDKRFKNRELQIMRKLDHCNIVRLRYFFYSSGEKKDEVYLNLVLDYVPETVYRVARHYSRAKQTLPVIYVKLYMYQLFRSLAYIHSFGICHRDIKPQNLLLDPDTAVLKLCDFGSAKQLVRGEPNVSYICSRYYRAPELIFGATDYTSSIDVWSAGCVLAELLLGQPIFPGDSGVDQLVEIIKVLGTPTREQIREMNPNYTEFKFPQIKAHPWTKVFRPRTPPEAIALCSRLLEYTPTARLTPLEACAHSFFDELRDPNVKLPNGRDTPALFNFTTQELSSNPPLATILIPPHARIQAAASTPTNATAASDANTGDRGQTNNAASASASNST
#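 Test system: GST-tagged human GSK3beta kinase, cell-free; evaluation: activity score scaled between in-plate DMSO and GW8510 controls; measured by: ADP-Glo luminescence; incubation: 60 min reaction, RT; benchmarks: DMSO and 20 µM GW8510; reagent: peptide substrate plus 25 µM ATP (final); medium: Tris/MgCl2 kinase buffer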
# IEC-6 tox: kills IEC-6 intestinal cells in KLF5 counter-screen; IEC-6 cytotoxicity, luminescence viability; inhibition, % at 5 µM; 290,000 compounds, 0.78% hits; AID 1825; in the data active means inhibition above about 22%;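 further: 0% = plate median of test compound wells and 100% = cytotoxic reference compound wells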
# HSF1 inhib: HSF1 inhibition. activity change, negative = inhibition, % at 7.5 µM (by protocol). 300,000 compounds, 0.77% hits. NIH3T3-HGL HSE-luciferase, MG132-induced, luminescence 8 h; stronger effect = lower value;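 active means more than half of replicate wells show activity change below -50%, luminescence cut by over half; inconclusive means some wells, but at most half, below -50%; inactive means no replicate well below -50%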;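 further: luciferase reports HSF-1 transcriptional activity via heat shock element; 0% = median of DMSO wells and -100% = zero luminescence signal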
# KLF5 inh: suppresses KLF5 promoter-driven expression; DLD-1 KLF5 promoter-luciferase reporter, luminescence; inhibition, % at 5 µM; 290,000 compounds, 0.23% hits;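 active means inhibition above a per-plate limit of that plate's mean compound inhibition plus 3 SD, cut at about 60% in these data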;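 further: 0% = DMSO wells and 100% = LY294002 at 200 µM; higher means less KLF5 promoter-driven luciferase light; inactives centre near -14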
# HSP90 inh: inhibitors of HSP90 luciferase refolding in rabbit reticulocyte lysate. 290,000 compounds, 0.91% hits. luciferase refolding luminescence, 3 h. inhibition, % at 5.6 µM;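 active means inhibition above the screen-wide mean plus 3 SD, computed separately per campaign, cut at about 16% in these data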;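 further: 0% = DMSO wells and 100% = 60 µM geldanamycin wells; inhibitors lower the luminescence because luciferase stays unfolded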
# HIF activator: HIF pathway transcriptional activation; U2OS HRE-luciferase reporter, luminescence; normalized: DMSO 0%, desferrioxamine 100%; activation, % at 7.5 µM (by protocol); 300,000 compounds, 0.32% hits; AID 1910;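 active means mean activation of at least 10% of the iron chelator positive control signal, with at least half of replicates also reaching 10%; inconclusive means mean and replicate majority disagree about reaching 10%; inactive means mean and most replicates under 10%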
# HSF1 activator: increases HSF-1 driven luciferase reporter signal; NIH3T3-HGL HSF-1 luciferase reporter, MG132, 8 h; 100% = twice DMSO control signal; activation, % at 9 µM; 300,000 compounds, 1.7% hits; AID 504408;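 active means mean replicate activation of at least 50% with a set share of replicates each reaching 50%; inconclusive means only one of those two conditions met; inactive means mean below 50% and too few replicates reaching it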;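 further: 0% = median of the neutral control wells and 100% = twice that signal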
# GSK3A inh: blocks human GSK-3 alpha kinase; P49840; ADP-Glo luminescence, 60 min; inhibition, % at 10 µM; 320,000 compounds, 0.1% hits;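 in the data active means inhibition above about 50%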;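 further: GST-tagged GSK-3 alpha with peptide substrate and 25 µM ATP; 0% = DMSO neutral wells and 100% = GW8510 positive control wells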
# Target sequence (P49840 whole entry, looked up): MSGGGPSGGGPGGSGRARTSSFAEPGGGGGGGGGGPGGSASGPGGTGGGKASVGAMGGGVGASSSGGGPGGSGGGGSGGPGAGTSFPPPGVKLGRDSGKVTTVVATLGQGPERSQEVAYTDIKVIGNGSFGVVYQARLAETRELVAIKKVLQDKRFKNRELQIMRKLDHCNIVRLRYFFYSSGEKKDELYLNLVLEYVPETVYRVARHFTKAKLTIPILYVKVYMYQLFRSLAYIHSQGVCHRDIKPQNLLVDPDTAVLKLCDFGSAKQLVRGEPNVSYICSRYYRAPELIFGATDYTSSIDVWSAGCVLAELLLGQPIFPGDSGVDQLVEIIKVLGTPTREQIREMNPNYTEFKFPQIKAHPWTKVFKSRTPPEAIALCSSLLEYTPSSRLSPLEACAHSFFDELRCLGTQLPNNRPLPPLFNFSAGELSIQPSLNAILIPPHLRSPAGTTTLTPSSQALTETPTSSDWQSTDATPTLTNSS
# The depositor's hits bear a star; u = inconclusive; x = not tested or not shown.
SMILES,aSyn UTR inh,AI-2 QS mod,GSK3B inh,IEC-6 tox,HSF1 inhib,KLF5 inh,HSP90 inh,HIF activator,HSF1 activator,GSK3A inh
Cc1ccsc1C(=O)N1CCN(S(=O)(=O)c2cccc(F)c2)CC1,20,21,-2,x,-2,x,x,0.5,-4,-1
O=C(c1cc2ccccc2o1)N1CCN(C/C=C/c2ccccc2)CC1,13,19,2,0,3,-27,2,0.2,9,-1
NS(=O)(=O)c1ccc(NN=C2CCCCC2)c([N+](=O)[O-])c1,4,28,-3,-8,2,-8,-1,-0.2,9,-1
O=C(O)CSCC(=O)Nc1ccc(-c2nc3ccccc3s2)cc1,0,20,-2,4,-2,-11,13,1.6,0,5
Cc1ccc(CNC(=O)C2CC3Cn4c(nc5ccccc54)C3N2C)o1 (stereo unspecified),9,-3,-5,x,-8,x,x,0.1,-19,-1
CCOC(=O)c1cnc2ccc(OCC)cc2c1NCc1cccnc1,-43,40,-1,6,22,-27,-2,1.7,22,x
CCn1nc(C(=O)NNC(=O)COc2ccccc2C)c2ccccc2c1=O,22,-4,1,5,22,-6,1,0.5,57*,-3
O=C(/C=C/c1ccc2c(c1)OCO2)Nc1nc2ccccc2s1,-14,11,0,0,7,-18,25*,-0.7,-18,0
O=C(COC(=O)c1cnccn1)N=c1sccn1Cc1ccccc1Cl,14,32,-3,x,-4,x,x,-0.3,-5,-1
O=C(Cn1cnc2ccccc2c1=O)N1CCN(Cc2ccc3c(c2)OCO3)CC1,-2,3,-1,2,-3,-38,0,0.2,-1,0
Cc1ccc(NC(=O)COc2ccc(Br)cc2CO)cc1,-51,29,2,5,15,-11,8,1.6,21,-3
COC(=O)c1c(-c2ccccc2)csc1NC1=NS(=O)(=O)c2ccccc21,-121,2,1,0,40,-93,5,3.1,45,0
COc1ccc(S(=O)(=O)n2nc(OC(=O)c3ccccc3Br)cc2N)cc1,-36,48,-1,-2,80,-5,-2,-21,u,-1
COCCNc1ccc(-c2n[nH]c(=O)c3ccccc23)cc1[N+](=O)[O-],29,12,0,9,-8,-23,2,-1.1,4,0
CC1CCCCC1N=CC1=C(O)CC(C)(C)CC1=O (stereo unspecified),-31,13,-3,3,-1,-12,9,x,29,-2
Nc1cc(S(=O)(=O)C(F)(F)F)ccc1C(=O)O,8,27,2,-2,2,-15,-2,-0.5,-1,-2
C=CCNC(=O)C1CC(=O)N(c2ccc(C)cc2)C1 (stereo unspecified),-6,20,-1,-10,-3,-1,-2,-0.1,2,-2
CCOc1ccc(N(C)C(=O)CCc2nnc3ccc(N4CCOCC4)nn23)cc1,16,-4,-2,-3,0,-16,-2,-0.1,0,0
CCCCN(CC)CCNC(=O)c1nn(-c2ccc(OC)cc2)c(=O)c2c1c1ccccc1n2C,-18,3,-1,4,-2,0,-3,-0.1,18,x
CC1(C)CC2(CCO1)OC(=O)CC2C(=O)Nc1ccc(Cl)cc1[N+](=O)[O-] (stereo unspecified),12,13,1,7,3,11,2,0.0,-9,-1
C/C(=C\C(=O)c1ccncc1)Nc1ccccc1O,-39,4,-2,2,8,-31,3,-0.2,-2,0
CC1CCCN(CCCNC(=O)c2coc3nc4ccccc4nc23)C1 (stereo unspecified),6,25,-4,4,14,-24,1,0.0,31,8
CN(CCc1ccccn1)C(=O)CC1C(=O)NCCN1Cc1ccc(-c2ccccc2)cc1 (stereo unspecified),7,10,2,-1,-7,-2,4,0.0,-8,0
O=c1cc(O)c2sc3nc(-c4ccccc4)cc(C(F)(F)F)c3c2[nH]1,-55,25,2,0,-3,0,0,0.2,-15,0
Nc1c(C(=O)c2ccccc2)sc(Nc2ccccc2)c1S(=O)(=O)c1ccccc1,31,3,2,-8,3,-41,4,-0.3,24,7
# Next part.
SMILES,aSyn UTR inh,AI-2 QS mod,GSK3B inh,IEC-6 tox,HSF1 inhib,KLF5 inh,HSP90 inh,HIF activator,HSF1 activator,GSK3A inh
CC(C)c1ccccc1NC(=O)Cn1c(-c2ccccc2Cl)nc2ccccc21,8,-6,0,-6,-3,-26,-2,-0.3,-9,3
CCOC(=O)CN1C(=O)N[C@H](c2ccc(Br)cc2)C(C(C)=O)=C1C,-13,7,-1,4,7,-25,2,-0.6,-4,1
COC(=O)c1ccc(/C=N\NC(=O)CC(=O)NCCc2ccccc2)cc1,-6,3,0,-5,-6,-27,-2,-0.2,-5,-2
CCC(C)NC(=O)c1ccc(CS(=O)(=O)Cc2ccc(Cl)cc2)o1 (stereo unspecified),16,-1,-2,0,-9,-8,-3,-0.4,-6,0
O=C(O)C1CC(=O)N(Cc2cccnc2)C1 (stereo unspecified),12,1,-2,3,2,-10,4,0.1,27,-2
S=c1[nH]nc(-c2ccncc2)n1/N=C/C(Cl)=C\c1ccccc1,-221,40,0,-2,39,-15,-3,4.4,78*,8
O=C(CN(CC1CCCO1)C(=O)CNS(=O)(=O)c1ccccc1)NCc1ccco1 (stereo unspecified),32,11,-2,3,7,13,0,-1.5,0,-1
CSc1ncc(C(=O)Nc2ccc(Br)cn2)c(C)n1,-44,2,0,-4,1,-46,-1,1.3,6,0
CCCCNc1ncnc2c1cnn2Cc1ccc(Cl)cc1,-29,15,-2,21,-4,5,1,2.7,-1,0
COc1ccccc1CC(=O)Nc1ccc2c(c1)C(=O)NC2=O,-4,5,-50,5,-4,-19,-1,-0.3,-23,32
Cc1nc(N)sc1-c1csc(Nc2cccc(O)c2)n1,-79,11,4,-13,-41,-38,31*,1.4,-47,14
Cc1cccc(Nc2ccncc2S(N)(=O)=O)c1,2,-7,-11,x,-4,x,x,0.2,-3,0
O=C(O)CCCC(=O)N1CCOCCOCCOCCOCC1,4,16,-2,-2,1,3,2,0.6,-2,-2
CCOC(=O)c1ccc(NC(=O)CCS(=O)(=O)Cc2ccccc2)cc1,-9,7,-3,-6,3,-27,5,0.3,-2,2
Cc1nn(CC(=O)Nc2ccc(Cl)cc2)c(=O)c2cc(-c3ccccc3)nn12,-11,35,1,-8,4,7,-5,0.6,-3,-1
COCCn1c(=NC(=O)c2cccs2)sc2cc(NC(C)=O)ccc21,-10,27,2,-2,-3,-7,1,-0.4,-3,-1
O=C(Cn1c(=O)n(-c2ccc(F)cc2)c(=O)c2sccc21)c1ccccc1,21,-48,0,-3,-2,1,-6,-0.2,-4,-3
O=C(Nc1ccccc1N1CCN(C(=O)c2ccc(Cl)cc2)CC1)c1cccc([N+](=O)[O-])c1,0,18,0,-1,33,-6,6,-0.9,71*,0
CCOc1ccc(/C=C/C(=O)Nc2ccc3[nH]c(=O)[nH]c3c2)cc1,11,22,1,-7,-13,6,-2,0.0,-1,1
O=C(CSc1nnc(Cc2cccs2)n1CCc1ccccc1)N1CCCc2ccccc21,1,37,1,2,-1,7,7,-0.7,10,0
O=C(Cn1cnc2c(oc3ccccc32)c1=O)c1ccccc1,-106,17,-4,3,6,-85,-2,4.9,4,1
COc1cccc(NC(=O)CSc2nc3ccccc3nc2N2CCOCC2)c1,30,18,3,1,7,8,-2,0.2,-6,-1
Clc1ccc(C[n+]2cc(-c3ccc(Cl)cc3)n3c2CCC3)cc1,-18,28,1,-5,0,-5,1,1.5,1,0
Cc1c(CC(=O)O)c(=O)oc2cc(OCc3nn[nH]n3)ccc12,-7,22,0,-4,1,-11,2,-0.1,-1,-5
C/C(=N/NC(=O)CNC(=O)c1cccnc1)c1ccccc1,-3,-2,3,2,-1,-20,0,-1.3,9,-1
# Additional entries follow:
SMILES,aSyn UTR inh,AI-2 QS mod,GSK3B inh,IEC-6 tox,HSF1 inhib,KLF5 inh,HSP90 inh,HIF activator,HSF1 activator,GSK3A inh
CCCN(CCC)CC(O)Cn1c2ccccc2c2ccccc21 (stereo unspecified),-4,16,2,-4,0,-4,-5,0.1,5,0
O=C(c1ccc(Cl)c(S(=O)(=O)N2CCc3ccccc3C2)c1)N1CCN(c2ccccc2)CC1,5,11,-3,1,10,-16,7,-0.1,18,-1
O=C(N1CCCCC1)C1(S(=O)(=O)c2ccccc2)CC=CC1,0,15,2,0,3,-25,2,0.8,8,-2
Cc1nn(-c2cc(C(F)(F)F)ccc2Cl)c2nc(C(F)(F)F)[nH]c(=O)c12,5,25,0,3,-8,-48,2,-0.1,8,-3
Cc1ccc(NC(=O)CCNC(=O)c2ccco2)cc1,-3,15,3,-2,-1,-13,-2,-0.5,6,-2
COC(=O)c1ccc(OCC(=O)c2cccc(OC)c2)cc1,-61,5,0,0,6,-49,-3,2.4,8,1
CC1=CC(C)(C)N(C(=O)CSc2nnc(-c3ccc(C)cc3)o2)c2ccc(C)cc21,22,15,-4,-4,0,-2,4,-0.6,23,-2
Cc1c(C(=O)N/N=C/c2ccccc2)[nH]c2ccc(Cl)cc12,-61,6,1,7,-3,-33,3,4.7,-20,-1
COc1ccc(OCC(=O)N2CCCC2=O)c([N+](=O)[O-])c1,-2,18,4,-7,-3,-41,1,0.0,5,-4
CCc1cc(CNC(=O)CC2C(=O)NCCN2Cc2cccc(OC)c2)on1 (stereo unspecified),16,42,1,0,1,-2,-1,0.2,1,x
CC1(C)CC2(CCO1)OC(=O)CC2C(=O)NCc1ccccc1 (stereo unspecified),-19,14,-3,0,0,-5,-5,-0.9,2,-3
COCCNC(=O)c1cc2c(-c3ccccc3F)nn(C)c2s1,0,4,1,7,-2,-2,7,-0.1,3,4
Cn1c(=O)c2c(=O)cc(N)[nH]c2n(C)c1=O,-15,18,0,-5,5,-8,2,-0.4,-12,-2
Cc1cccc(/C=N/NC(=O)C(C)Nc2cccc3ccccc23)n1 (stereo unspecified),-32,4,-25,-3,x,-29,4,0.1,x,-6
CC(=O)Nc1ccc(OCc2nnc(-c3ccccc3)o2)cc1,-30,5,1,-1,6,-29,4,0.7,0,0
CNC(=O)c1ccsc1NC(=O)CCS(=O)(=O)c1ccc(C)cc1,10,18,0,x,-4,x,x,-0.3,7,0
CCOC(=O)c1c(-c2ccc(-c3ccccc3)cc2)csc1NC(=O)CNCCN(C)C,101*,6,-14,6,-3,-10,5,1.7,16,19
O=C(CCNC(=O)c1ccccc1Cl)Nc1nnc(C2CC2)s1,-10,17,-2,-8,-2,12,1,0.1,-17,-3
CN(Cc1ccccc1)S(=O)(=O)c1ccc(Cl)c(C(=O)OCC(N)=O)c1,-17,61,0,4,-2,-10,0,-7.5,-2,0
CCOc1cc(NC(=O)Nc2ccc(F)cc2)c(OCC)cc1NC(=O)CC,9,6,-4,7,-13,-1,1,-1.2,-13,x
CCc1cccc(C)c1NC(=O)CN(C)Cc1cccc(F)c1,14,1,0,5,2,-9,-7,-0.4,8,x
O=C(CNS(=O)(=O)c1ccc(Br)s1)N1CCCC1,4,7,4,-3,9,-58,-3,-0.1,-8,-1
COC(=O)C(C(=O)OC)C(C(=O)OC)C(C(=O)OC)C(=O)OC,-10,18,1,-4,-1,-29,-1,-0.7,24,-3
